Compound activity from PubChem.
OXTR potentiate: human OXTR potentiation. activation, % at 3 µM. actives 0.061% (n = 320,000). AID 2445. CHO-OTR cells, Fluo-8 calcium fluorescence, potentiator mode; 0% = oxytocin EC15, 100% = EC100. P30559;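 active means activation above that plate's cutoff, the mean activation of tested compounds plus 3 SD, cut at about 6.6% in these data, passing the limit was not always enough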;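 further: 100% uses oxytocin at 75 nM as the full agonist control; some results filed as inactive read as strong as hits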
Target sequence (P30559 whole entry, looked up): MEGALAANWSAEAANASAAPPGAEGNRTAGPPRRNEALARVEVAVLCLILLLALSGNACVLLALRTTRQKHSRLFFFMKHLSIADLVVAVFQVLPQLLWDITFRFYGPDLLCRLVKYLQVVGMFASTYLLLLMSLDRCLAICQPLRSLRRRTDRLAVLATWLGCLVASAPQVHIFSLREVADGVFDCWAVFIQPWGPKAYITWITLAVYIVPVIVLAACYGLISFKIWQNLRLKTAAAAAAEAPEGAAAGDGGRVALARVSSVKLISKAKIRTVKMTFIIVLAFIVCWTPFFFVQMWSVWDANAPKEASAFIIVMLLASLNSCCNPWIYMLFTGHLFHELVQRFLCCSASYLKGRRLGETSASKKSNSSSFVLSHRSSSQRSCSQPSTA
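Dosing: Single dose, 3.0 µM nominal final compound concentration | Material: Human OTR in CHO cells | Technique: Kinetic Fluo-8 calcium fluorescence | Benchmarks: EC15 oxytocin alone as 0%, 75 nM oxytocin as 100% | Probe or stimulus: Oxytocin at about EC15, sub-maximal agonist stimulus | Incubation: Compound 6 min at room temperature before oxytocin, 100 s read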
OXTR agonist: human OXTR agonism | actives 0.32% (n = 320,000) | P30559 | CHO-OTR cells, Fluo-8 calcium fluorescence; normalized: DMSO 0%, oxytocin 100% | activation, % at 3 µM;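 active means activation above the mean of all tested compounds plus 3 SD, cutoff set per screening run, cut at about 20% in these data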;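 further: peak over basal fluorescence ratio from a 100 s FLIPR kinetic read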
TAAR1 antagonist: human TAAR1 antagonism. Q96RJ0. CHO RD-HGA16 TAAR1, Fluo-8 calcium fluorescence, antagonist. inhibition, % at 3 µM. actives 1.5% (n = 360,000). AID 624466;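 active means inhibition above a per-plate cutoff, the mean inhibition of test compounds on that plate plus 3 SD, cut at about 49% in these data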;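 further: 0% = DMSO plus EC80 beta-PEA response and 100% = DMSO alone without agonist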
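System: RD-HGA16 CHO cells with stable hTAAR1 and Gα16 | Probe or stimulus: EC80 β-phenethylamine stimulus | Dosing: 3 µM, single point | Times: Dye loading 75 min at 37 °C, then 30 min room temperature | Measured by: Fluo-8 calcium-sensitive fluorescence | Read-out basis: % inhibition of agonist calcium response | Replicates: n of 1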
M1 ag parental: nonselective activator or artifact in parental CHO-K1 cells; Fluo-8 calcium fluorescence; scaled to maximal ATP response, vehicle zero; activation, % at 3 µM; actives 0.48% (n = 360,000); in the data active means activation above about 15%;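 further: untransfected CHO-K1 host cells lacking M1 receptor as counterscreen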
GPR7 antag: antagonists of human GPR7 (neuropeptides B/W receptor 1) | actives 1.1% (n = 290,000) | inhibition, % at 4.4 µM | GPR7-expressing cells, fluorescence antagonist assay; in the data active means inhibition above about 16%, passing the limit was not always enough;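 further: cells stimulated with the agonist NPW; 0% = agonist with vehicle and 100% = vehicle without agonist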
V1aR counter: counter-screen for oxytocin receptor agonists: human V1a receptor agonists; P37288; CHO-V1R cells, Fluo-8 calcium fluorescence, agonist mode; 0% DMSO, 100% 3 nM vasopressin; activation, % at 3 µM; actives 0.25% (n = 320,000); AID 2797;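 active means activation above the mean activation of all tested compounds plus 3 SD, per screening run, cut at about 20% in these data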;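 further: signal is peak over basal fluorescence ratio across a 100 second FLIPR read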
Target sequence (P37288 whole entry, looked up): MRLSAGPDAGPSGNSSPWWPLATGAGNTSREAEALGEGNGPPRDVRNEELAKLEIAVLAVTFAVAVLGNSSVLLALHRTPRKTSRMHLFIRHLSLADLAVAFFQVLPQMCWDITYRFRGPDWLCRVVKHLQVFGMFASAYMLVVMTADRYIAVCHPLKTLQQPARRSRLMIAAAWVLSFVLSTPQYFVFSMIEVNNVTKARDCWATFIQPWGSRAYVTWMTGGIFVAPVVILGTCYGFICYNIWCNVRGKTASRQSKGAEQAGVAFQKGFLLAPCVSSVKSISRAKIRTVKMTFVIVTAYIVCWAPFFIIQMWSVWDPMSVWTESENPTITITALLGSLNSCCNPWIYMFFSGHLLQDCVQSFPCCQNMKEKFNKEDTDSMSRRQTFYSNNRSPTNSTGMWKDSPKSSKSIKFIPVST
CHO-K1 Ca PAM: nonselective activator or artifact in parental CHO-K1 calcium assay; ATP EC20, Fluo-8 calcium fluorescence; 0% at ATP EC20, 100% at ATP max; activation, % at 3 µM; actives 0.02% (n = 360,000);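 active means activation above the run cutoff, the mean activation of all test compounds plus 3 SD, cut at about 40% in these data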;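 further: peak over basal fluorescence ratio in a 140 s read after ATP addition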
CHO parental Ca: counter-screen: ATP calcium response change in parental CHO cells | parental CHO-K1, ATP-induced calcium, Fluo-8 fluorescence | inhibition, % at 5.6 µM | actives 0.63% (n = 330,000);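 active means inhibition above that plate's mean sample inhibition plus 3 SD, cut at about 26% in these data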;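 further: 0% = ATP-challenged DMSO wells and 100% = DMSO wells without ATP; some compounds past the cut are filed as inactive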
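Material – parental CHO cells · Reagent – ATP stimulus · Compound – single nominal dose of 5.6 µM per compound · Detection – Fluo-8 fluorescence · Read-out basis – percent inhibition of calcium signal · Controls – ATP-challenged DMSO wells low, unchallenged DMSO wells high · Repeats – no replicates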
CHO-K1 Ca antag: counter-screen for M1 antagonists: effect in parental CHO-K1 cells. ATP-induced calcium, Fluo-8 fluorescence. inhibition, % at 3 µM. actives 0.6% (n = 360,000);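 active means inhibition above a per-plate cutoff, the plate's mean sample inhibition plus 3 SD, cut at about 24% in these data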;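 further: 0% = DMSO plus EC80 ATP and 100% = DMSO alone without ATP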
* hit, by the source's call; x = no result given.

Molecule	OXTR potentiate	OXTR agonist	TAAR1 antagonist	M1 ag parental	GPR7 antag	V1aR counter	CHO-K1 Ca PAM	CHO parental Ca	CHO-K1 Ca antag
CCCN(CCC)CCNC(=O)C(NS(=O)(=O)c1ccc2c(c1)CCC(=O)N2)c1ccccc1 (stereo unspecified)	-3	-0.2	x	0.3	-5	0.4	14	-11	-23
CCc1nc2c(OCCOc3ccccc3)cccn2c1N(C=O)Cc1ccc(OC)cc1	x	x	-6	1.0	x	x	-11	x	5
O=[N+]([O-])c1ccc2c(c1)C(N1CCN(CCO)CC1)Cc1ccc(F)cc1S2 (stereo unspecified)	x	x	16	1.7	x	x	-1	x	3
CCCCN1CCC(COC(=O)c2cc(Cl)c(N)c3c2OCCO3)CC1	-4	0.2	-15	-0.2	x	-0.2	-2	-20	1
CCOc1ccc(C(=O)Nc2ccc(NC(=O)c3cccs3)cc2)cc1[N+](=O)[O-]	-1	0.7	6	0.1	-4	1.6	-8	-12	7
Nc1c(N2CCCC2)c2ccccc2oc1=O	-3	-0.5	3	1.8	-3	-0.8	26	-12	-3
COc1ccc(C(c2nnnn2C(C)(C)C)N2CCN(C(=O)c3ccco3)CC2)cc1 (stereo unspecified)	-1	1.4	7	0.3	-7	0.2	13	-14	-9
CN(C)S(=O)(=O)c1cc(NC(=O)Cn2ccsc2=N)ccc1Cl	-7	-0.9	12	0.3	-5	-0.8	-11	-17	-3
CCC(Oc1ccccc1)C(=O)Nc1ccc(S(=O)(=O)NCC2CCCO2)cc1 (stereo unspecified)	-7	12	-1	2.6	23*	8.3	-3	7	2
CC(=O)Nc1ccc(NC(=O)c2ccc(COc3ccccc3Br)o2)cc1	x	x	11	4.1	15	x	-10	x	5

(list continues)
Molecule	OXTR potentiate	OXTR agonist	TAAR1 antagonist	M1 ag parental	GPR7 antag	V1aR counter	CHO-K1 Ca PAM	CHO parental Ca	CHO-K1 Ca antag
Cc1ccc(C(=O)Oc2coc(CSc3nnc(NC(=O)c4cccs4)s3)cc2=O)cc1	-2	-1.7	-14	0.4	-13	-1.3	22	-2	-11
O=C(NCCN1CCOCC1)C12CC3CC(C1)CC(c1ccccc1)(C3)C2	2	0.1	2	0.0	-1	0.0	-11	-27	8
CCOCCCNC(=O)CN1C(=O)COc2ccc(S(=O)(=O)N3CC(C)CC(C)C3)cc21 (stereo unspecified)	0	-2.2	-18	6.1	-12	-0.5	-5	-17	10
Cc1nc2ccccc2c2oc(C(=O)NCc3ccc4c(c3)OCO4)cc12	-4	4.0	25	4.6	-5	6.6	7	2	1
COc1ccc(-c2nnnn2C(C)C)cc1	0	0.9	-4	1.5	-10	0.8	14	-22	-2
CCCCCNC(=O)c1ccc2c(=O)n(CCCOCC)c(=S)[nH]c2c1	-2	0.4	-14	0.7	15	0.4	19	-12	-10
COC(=O)c1ccc(S(=O)(=O)N2Cc3ccccc3C2)cc1	-8	0.4	-18	4.9	-8	1.6	20	15	1
COc1cc(C(=O)COC(=O)c2c(C)noc2C)cc(OC)c1OC	7	0.1	-9	0.7	x	1.1	3	-19	-6
O=C(Cn1cc(-c2nnnn2-c2ccc(Cl)cc2)c(=O)c2ccccc21)c1ccccc1	-13	1.4	15	0.7	-8	0.4	1	-8	-2
CSCCC(NC(=O)COc1ccccc1)C(=O)OCc1ccc([N+](=O)[O-])cc1 (stereo unspecified)	-9	-0.6	2	1.3	x	0.4	6	12	3

(list continues)
Molecule	OXTR potentiate	OXTR agonist	TAAR1 antagonist	M1 ag parental	GPR7 antag	V1aR counter	CHO-K1 Ca PAM	CHO parental Ca	CHO-K1 Ca antag
CSCC[C@H](NC(=O)N1CCn2c1nc1ccccc12)C(=O)N[C@H](Cc1ccccc1)C(=O)O	0	1.2	-16	0.4	-10	1.3	17	-7	-3
COC(=O)COn1c(SCC(=O)OC)nc2ccccc2c1=O	4	0.2	3	0.4	-12	1.2	13	-11	-11
O=C(CSc1nc2ccccc2n1S(=O)(=O)c1cccc([N+](=O)[O-])c1)NCCc1ccccc1	-8	-0.8	18	-0.7	-13	2.4	18	-5	-5
CC1(Cc2cc(Cl)ccc2C(F)(F)F)C(=O)Nc2cc(-c3ccccc3Cl)ccc21 (stereo unspecified)	x	x	1	-0.1	x	x	24	x	-25
Cc1cc(C(=O)CSc2nc3ccccc3[nH]2)c(C)n1C	-12	0.0	7	1.0	7	-0.1	1	-12	2
CCn1c(SCC(=O)NC(=O)NCc2ccco2)nnc1-c1cccs1	-15	-0.8	-17	0.3	-6	0.9	11	-9	-15
Cc1ccc(Cc2c(-c3cccc(Cl)c3)nc3ccc(Br)cn23)cc1	x	x	7	-0.3	x	x	-10	x	-11
O=C(O)c1ccccc1S(=O)(=O)Cc1ccccc1	2	-0.3	-2	0.3	0	1.2	19	-2	-7
CC1=CC(C)(C)n2c(O)c(N=NC(N)=S)c3c(C)c(C)cc1c32	-4	0.4	-37	0.8	-11	-0.2	18	-6	-16
CC1(NC(=O)CC(c2ccccc2)(c2ccccc2)c2ccccc2)CCN(Cc2ccc(-c3ccccc3)cc2)C1=O (stereo unspecified)	3	2.4	9	2.1	x	2.8	14	-9	-8

Profiles, looked up by structure.
O=C(O)c1ccccc1S(=O)(=O)Cc1ccccc1 reads OXTR potentiate = 2; OXTR agonist = -0.3; TAAR1 antagonist = -2; M1 ag parental = 0.3; GPR7 antag = 0; V1aR counter = 1.2; CHO-K1 Ca PAM = 19; CHO parental Ca = -2; CHO-K1 Ca antag = -7
COC(=O)COn1c(SCC(=O)OC)nc2ccccc2c1=O reads OXTR potentiate = 4; OXTR agonist = 0.2; TAAR1 antagonist = 3; M1 ag parental = 0.4; GPR7 antag = -12; V1aR counter = 1.2; CHO-K1 Ca PAM = 13; CHO parental Ca = -11; CHO-K1 Ca antag = -11
O=C(CSc1nc2ccccc2n1S(=O)(=O)c1cccc([N+](=O)[O-])c1)NCCc1ccccc1 reads OXTR potentiate = -8; OXTR agonist = -0.8; TAAR1 antagonist = 18; M1 ag parental = -0.7; GPR7 antag = -13; V1aR counter = 2.4; CHO-K1 Ca PAM = 18; CHO parental Ca = -5; CHO-K1 Ca antag = -5

Next records.
Molecule	OXTR potentiate	OXTR agonist	TAAR1 antagonist	M1 ag parental	GPR7 antag	V1aR counter	CHO-K1 Ca PAM	CHO parental Ca	CHO-K1 Ca antag
COc1cccc(NC(=S)N(CCCN2CCCC(C)C2)Cc2cccs2)c1 (stereo unspecified)	1	0.0	-13	1.3	-3	2.1	9	-21	-15
CC(C)c1ccc(NC(=O)CCNS(=O)(=O)c2cc(Br)cnc2N)cc1	-14	12	15	6.2	-14	9.0	-1	-16	-11
CCc1ccc(-c2cnc3ccccc3n2)cc1NC(=O)CNC(=O)c1ccccc1	0	-0.6	9	0.0	-11	2.5	-22	-35	18
COC(=O)Cn1c(CN(C)Cc2ccccc2)nc2c1c(=O)n(C)c(=O)n2C	1	2.8	1	0.7	-7	5.5	7	4	-3
CC(=O)c1cc(CN2C(=O)c3ccccc3C2=O)cs1	-4	0.2	1	0.4	-7	1.0	16	-23	-9
CN(C(=O)COc1ccc(Oc2ccccc2)cc1)C1CCS(=O)(=O)C1 (stereo unspecified)	0	1.2	-10	2.4	7	3.6	11	-4	2
COc1ccc(NC(=O)COC(=O)CN2C(=O)c3ccccc3C2=O)cc1	x	x	-8	0.8	x	x	21	x	-3
CSCCC(NS(=O)(=O)c1ccc(Cl)cc1)C(=O)OCC(=O)c1ccc(F)cc1 (stereo unspecified)	-12	3.4	7	4.2	0	2.9	16	-19	-1
CCOC(=O)C1CCN(S(=O)(=O)c2cn(C)c(C)n2)CC1	-4	-0.2	-15	1.0	-10	-0.1	4	-10	-2
CCOc1ccc(NC(=O)N(C2CCCCC2)C2CCN(C(C)=O)CC2)cc1	-6	-0.6	4	-0.2	-12	0.2	-6	3	6

Following part
Molecule	OXTR potentiate	OXTR agonist	TAAR1 antagonist	M1 ag parental	GPR7 antag	V1aR counter	CHO-K1 Ca PAM	CHO parental Ca	CHO-K1 Ca antag
O=C1CC(N2CCC(O)(c3ccc(Cl)cc3)CC2)C(=O)N1 (stereo unspecified)	-15	1.0	-18	0.3	-9	0.1	-1	-15	-10
O=C(NCc1ccc(N2CCCC2=O)cc1)c1cc(COc2c(F)cccc2F)on1	-3	1.6	-17	9.4	7	9.4	-1	5	-6
O=C(COC(=O)c1ccccc1O)NC(=O)NCc1ccccc1	x	x	-7	0.6	x	x	8	x	-1
CCN(CC)S(=O)(=O)c1ccc(OC)c(NC(=O)CCS(=O)(=O)Cc2ccccc2)c1	-5	0.0	-13	2.2	5	1.0	13	-20	-10
CCCNC(=O)c1ccc(N2CCC3(CC2)CC(c2ccccc2)=NO3)c(NC(=O)c2ccccc2)c1	-2	0.7	38	1.7	-9	2.4	9	-20	-3
CC(C)(C)c1ccc(-c2nnc(SCC(=O)NC3CCS(=O)(=O)C3)n2N)cc1 (stereo unspecified)	-7	0.1	-7	0.4	-9	1.2	5	-3	-2
Cc1cc(C)n(Cc2ccccc2Cl)n1	-9	-1.1	8	0.5	-6	0.2	19	-9	-5
O=S(=O)(c1cccc(Cn2nnc(-c3ccccc3)n2)c1)N1CCOCC1	-13	15	6	16*	x	17	-1	10	-5
CCOC(=O)N1CCN(C(=O)c2ccccc2NC(=O)COc2ccccc2)CC1	-2	-0.4	16	3.6	-7	-0.1	11	-9	1
COc1ccc(S(=O)(=O)n2nc(OC(=O)c3ccco3)cc2N)cc1	-2	0.0	1	1.1	-4	0.2	2	0	-27
